Screens deposited in PubChem BioAssay by National Center for Advancing Translational Sciences (NCATS).
EPAC2 agonist = activates human EPAC2 exchange factor; EPAC2 activation, biochemical qHTS; response scale: 100% = 6.5 mM cAMP response; AID 720711; hit rate 0.079% among 360,000; Potency, µM (series often up to 154 µM), inactives show top-dose activation, most hits filed as activators; note: potency is the fitted concentration of half-maximal effect; nearly all actives have a fitted effect of over 50% in size
Target sequence (Q8WZA2 whole entry, looked up): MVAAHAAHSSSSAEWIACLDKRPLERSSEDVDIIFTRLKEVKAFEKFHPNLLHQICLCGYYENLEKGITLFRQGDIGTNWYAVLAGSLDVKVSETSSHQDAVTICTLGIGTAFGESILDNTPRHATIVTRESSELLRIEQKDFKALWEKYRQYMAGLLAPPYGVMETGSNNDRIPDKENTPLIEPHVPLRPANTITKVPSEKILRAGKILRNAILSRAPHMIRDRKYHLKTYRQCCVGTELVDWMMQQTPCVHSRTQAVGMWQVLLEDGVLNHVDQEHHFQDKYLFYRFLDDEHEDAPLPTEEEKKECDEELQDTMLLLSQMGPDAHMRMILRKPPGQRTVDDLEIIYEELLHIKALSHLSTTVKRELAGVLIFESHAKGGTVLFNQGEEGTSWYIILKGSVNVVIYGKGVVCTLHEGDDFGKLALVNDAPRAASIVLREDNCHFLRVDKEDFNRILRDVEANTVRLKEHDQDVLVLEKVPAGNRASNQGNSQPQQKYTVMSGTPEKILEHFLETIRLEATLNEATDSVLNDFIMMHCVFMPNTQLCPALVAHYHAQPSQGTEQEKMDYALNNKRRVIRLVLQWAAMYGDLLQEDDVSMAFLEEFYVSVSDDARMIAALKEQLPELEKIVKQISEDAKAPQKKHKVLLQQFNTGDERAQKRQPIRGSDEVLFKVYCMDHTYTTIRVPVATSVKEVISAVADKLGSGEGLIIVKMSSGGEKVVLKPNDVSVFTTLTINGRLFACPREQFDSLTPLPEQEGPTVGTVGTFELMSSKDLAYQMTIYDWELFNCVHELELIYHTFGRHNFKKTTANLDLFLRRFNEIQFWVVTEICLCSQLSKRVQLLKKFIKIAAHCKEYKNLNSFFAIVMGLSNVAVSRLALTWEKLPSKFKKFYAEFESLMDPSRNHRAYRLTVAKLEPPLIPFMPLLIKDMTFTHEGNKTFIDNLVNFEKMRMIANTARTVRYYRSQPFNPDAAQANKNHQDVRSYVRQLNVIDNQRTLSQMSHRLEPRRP
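In this primary screen, activation is scored as increased exchange of BODIPY-GDP from Rap1B by 100 nM EPAC2, with 50 uM GDP as competitor. Signal is normalized to the 6.5 mM cAMP agonist control.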
pAkt inh = blocks phosphorylation of Akt. activity change, % for hits at 50 µM. Neuro2A IGF-stimulated pAkt S473 HTRF, 20 min; active compounds read low. hit rate 0.32% among 360,000; in the data active = activity change below about -80%; inconclusive = mostly about -51% to -80%; note: % is set by controls: 0 for no effect and ±100 for the full control effect
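Neuro2A cells in DMEM with 0.5% FBS, overnight at 37 deg C, given compound at single 50 µM final, then IGF (6 nM final) for 20 min at 37 deg C. Lysed; phospho-Akt Ser473 by HTRF after 24 h, 665/615 ratio.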
CCT modulator = modulators of cytosolic chaperonin (CCT/TRiC) activity; purified chaperonin ATPase assay, HTRF ADP detection, 30 min; activity change, % (test concentration not listed), hits read low; hit rate 0.3% among 360,000; in the data active = activity change below about -30%; note: % is set by controls: 0 for no effect and ±100 for the full control effect
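TRiC (40 or 20 nM final, by batch activity) in 30 mM Tris pH 7.4, 100 mM KCl, 5 mM MgCl2, 1 mM DTT was treated with compound at 76 uM single dose, then 10 uM ATP, 30 min at 37 °C. ADP was read by HTRF Transcreener.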
A549 tox = kills or reduces viability of A549 cells in Nrf2 counter-screen | AID 504648 | A549 ARE-Fluc cells, CellTiter-Fluor viability, 18-24 h | hit rate 0.16% among 390,000 | Potency, µM (doses to about 46 µM), inactives show at the top dose activity change, negative = cytotoxicity, hits mostly inhibitors; note: potency is the fitted concentration of half-maximal effect; % is set by controls: 0 for no effect and ±100 for the full control effect
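A549 ARE_Fluc cells in 5% FBS OPTI-MEM were exposed to compounds in concentration-response for 18-24 h at 37 deg C. Viability was read by CellTiter-Fluor fluorescence (Ex 405/Em 525) after 30 min, before the luciferase read.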
Nrf2 ARE act = activators of Nrf2 (ARE) signaling. Potency, µM (top dose mostly 46.1 µM), inactives show at the highest dose activation, hits mostly activators. hit rate 0.31% among 410,000. AREc32 ARE-luciferase reporter (MCF7-derived line), luminescence, 24 h; note: potency is the fitted concentration of half-maximal effect; % of control where 0% means no effect; nearly all actives have a fitted effect of over 65% in size
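AREc32_Fluc, 1000 cells/well, OPTI-MEM + 5% FBS, o/n 37 deg C 5% CO2; 23 nL cpd by pin tool, 24 hr; Steady-Glo 30 min RT, luminescence.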
TGFb inhibitor = inhibitors of TGF-b signaling; HepG2 CAGA-GFP TGF-b/SMAD3 reporter, GFP fluorescence, 18 h; TGF-beta stimulated, 500 pg/mL final; AID 588855; Potency, µM (titrated, usually from 46.1 µM), inactives show at the highest dose activity, negative = inhibition, most hits filed as inhibitors; hit rate 1.2% among 410,000; note: potency is the fitted concentration of half-maximal effect; % is set by controls: 0 for no effect and ±100 for the full control effect; nearly all actives have a fitted effect of over 65% in size
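Using HEPG2 CAGA-GFP reporter cells at 1000 cells/well, we pinned test compounds, stimulated with recombinant TGF-beta (500 pg/mL final) and measured total well GFP after 18 h.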
EPAC2 antag = blocks human EPAC2 exchange factor; hit rate 0.18% among 360,000; Potency, µM (top dose mostly 114 µM), without a hit: at the highest dose activity, negative = inhibition, hits mostly inhibitors; AID 720708; EPAC2 GEF exchange of Rap1B-BODIPY-GDP, fluorescence; note: potency is the fitted concentration of half-maximal effect; % is set by controls: 0 for no effect and ±100 for the full control effect; nearly all actives have a fitted effect of over 45% in size; many of its hits are not listed in these tables
MmCpn inh = inhibitors of Methanococcus maripaludis chaperonin (MmCpn) | purified Mm-Cpn ATPase, ADP Transcreener TR-FRET | Potency, µM (series often up to 76.9 µM), inactives show at the highest dose activity, negative = inhibition, usual class: inhibitors | hit rate 0.031% among 330,000 | AID 504842; note: potency is the fitted concentration of half-maximal effect; % is set by controls: 0 for no effect and ±100 for the full control effect; nearly all actives have a fitted effect of over 80% in size
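Purified archaeal Mm-CPN (25nM final) preincubated 10 min at 37degC with compound, then 10uM ATP for 30 min at 37degC; ADP measured by HTRF Transcreener TR-FRET; buffer 30 mM TRIS pH 7.4, 100mM KCl, 5mM MgCl2, 1mM DTT.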
Nrf2 inh = inhibitors of Nrf2 signaling; hit rate 2.1% among 360,000; AID 504444; A549 ARE-Fluc reporter, luciferase luminescence, 18-24 h; Potency, µM (top dose mostly 46 µM), for the others: at the highest dose activity change, negative = inhibition, most hits filed as inhibitors; note: potency is the fitted concentration of half-maximal effect; % is set by controls: 0 for no effect and ±100 for the full control effect; nearly all actives have a fitted effect of over 60% in size
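Nrf2 activity is the BugLite luminescence, read 15 min after reagent at room temperature, following CellTiter-Fluor cytotoxicity readout (30 min, 37C). Compound titrations were applied for 18-24 h to 5000 A549 ARE_Fluc cells/well in 5% FBS OPTI-MEM.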
* hit, by the source's call; i = inactive; ? = inconclusive; . = no result given; & = joins results of further samples; [ ] = dose if it differs, or a comment. Unless noted, calls come from the whole dose curve; as a rule, active = well fitted curve in the direction sought with a large enough effect; inconclusive = small, poorly fitted or top-dose-only effect, or another doubt; inactive = no such curve, though single readings can be large; an effect the other way counts as inactive or inconclusive. The list is partial; rates above refer to the full screens.

Results follow in this order: Nrf2 ARE act	A549 tox	TGFb inhibitor	Nrf2 inh	MmCpn inh	EPAC2 agonist	pAkt inh	EPAC2 antag	CCT modulator
> Cc1c(C(=O)N(Cc2ccccc2)Cc2cccs2)cnn1-c1ccc(Cl)cc1
  0.1%	1%	-1%	?	2%	2%	i	?	1.3
> Cc1csc(C(C)N(C)C(=O)CCc2nnc(CCc3ccccc3)o2)n1 (stereo not given)
  -1.4%	0%	-8%	1%	-16%	10%	i	12%	1.3
> O=C1CN(C(=O)CN2CCCC2)C(c2ccccc2)c2cc(Br)ccc2N1 (stereo not given)
  3.2%	?	-1%	?	?	4%	i	2%	0.9
> Cc1ccc(-n2ncc(C(=O)N3CCc4ccccc4C3)c2C2CCN(C(=O)OC(C)(C)C)CC2)cc1C
  0.6%	2%	0%	20%	.	.	.	.	.
> CC(=O)Nc1cc(-c2ccccc2)cn2c(-c3cccc(C(C)=O)c3)cnc12
  17%	.	10%	.	.	-1%	i	-12%	0.5
> COc1cccc(OC)c1C(=O)Nc1ccc(C(=O)c2ccncc2)cc1
  0.5%	-4%	15%	-4%	1%	2%	i	0%	-0.7
> Cc1ccccc1C(=O)NCC(=O)NC1CC1
  -0.8%	0%	-1%	0%	2%	2%	i	3%	-0.6
> OC(CNCc1ccc(-c2ccccc2)cc1)c1ccccc1 (stereo not given)
  4.5%	2%	?	27%	1%	5%	i	11%	2.0
> COc1ccc(C(=O)c2c(C)c3cc(C)ccc3n2CC(O)CN2CCOCC2)cc1 (stereo not given)
  3.1%	2%	?	-20%	-2%	12%	i	?	-4.8
> CCOC(=O)c1ccccc1NC(=O)Nc1cc2c(cc1N1CCCC1)n(C)c(=O)n2C
  11%	2%	-13%	21%	.	.	.	.	.
> C[n+]1cnn2c1SCC1(COC1)C2
  0.2%	2%	?	-12%	-2%	8%	.	-3%	1.7
> CC(C)(C)c1ccc(-n2nc(C(N)=O)c(O)cc2=O)cc1
  0.0%	3%	8%	?	-3%	9%	i	-14%	-2.8
> C[C@@H]1CN([C@H](C)CO)C(=O)c2cc(C#C[C@@H](C)O)cnc2O[C@H]1CN(C)C(=O)c1ccc(F)cc1
  0.7%	.	6%	.	.	9%	i	0%	-0.5
> COc1ccc(Nc2nc(C)cc(C)c2C#N)c(OC)c1
  16%	0%	5%	6%	-1%	-4%	i	5%	-2.2
> O=C(CN(Cc1ccccc1)C(=O)CCC(=O)Nc1nccs1)NCc1ccccc1
  -0.5%	2%	24%	-4%	3%	2%	i	-1%	-0.8
> CCN(Cc1nc2ccccc2c(=O)[nH]1)C(=O)COc1ccccc1-c1ccccc1
  0.4%	-6%	?	?	0%	6%	i	-1%	-2.3
> Cc1cccc(NC(=O)[C@H](C)NC(=O)[C@@H]2Cc3ccccc3CN2C(=O)OC(C)(C)C)c1
  0.8%	-7%	?	-17%	0%	0%	i	4%	-1.5
> O=C(NCC(=O)N1CC=C(c2ccccc2)CC1)c1ccco1
  0.0%	-1%	-11%	-16%	4%	1%	i	0%	-2.2
> CC(C)NC(=O)CSc1nc2ccccc2n1CC(=O)N(C(C)C)C(C)C
  -0.2%	-2%	3%	9%	4%	-5%	i	21%	2.0
> Cn1cccc1CNC(=S)Nc1ccccc1F
  1.4%	8%	-5%	12%	-1%	13%	i	8%	-2.9
> COc1cc(/C=N/n2cnnc2)ccc1OC(=O)c1cccnc1
  1.9%	-3%	1%	2%	1%	8%	i	1%	0.5
> COc1ccccc1N1CCN(c2ncnc3n[nH]c(Br)c23)CC1
  -0.8%	.	.	.	.	3%	i	-5%	1.8
> O=c1[nH]c2ccccc2c2nc3ccccn3c12
  22%	-6%	?	-29%	0%	2%	i	11%	1.4
> CCOC(=O)CNC(=O)CSc1nc2nc(C)c(Br)cc2[nH]1
  -0.3%	12%	-10%	.	0%	6%	i	14%	1.0
> c1cc2c(cc1-c1[nH]ncc1CN1C[C@H]3CC[C@H]1C3)OCO2
  0.3%	-1%	16%	6%	-2%	2%	i	-1%	0.2
> O=C(c1cccs1)N1CCCC(c2nc3c(nnn3Cc3ccccc3)c(=O)[nH]2)C1 (stereo not given)
  0.3%	0%	1%	1%	3%	5%	i	5%	1.8
> CCC(=O)NC(=S)Nc1ccc(NC(=S)NC(=O)c2ccc(C)cc2)cc1
  -0.9%	-1%	5%	3%	1%	2%	i	2%	-0.8
> COc1ccc(CN2C(=O)c3ccccc3C(/C=N\OCc3ccc(C)cc3)C2=O)cc1 (stereo not given)
  3.1%	-2%	-19%	.	-1%	0%	i	-16%	-1.9
> Cc1ccc(N(Cc2cc3ccc(C)cc3[nH]c2=O)C(=O)c2ccco2)cc1
  0.7%	2%	2%	10%	0%	-4%	i	1%	0.0
> COc1ccc(N2CCN(S(=O)(=O)c3ccc4c(c3)CC(C)N4C(=O)C3CC3)CC2)cc1 (stereo not given)
  -0.5%	-1%	-2%	10%	1%	13%	i	-3%	-4.8

Record cards, from the list above. Screens in order: Nrf2 ARE act, A549 tox, TGFb inhibitor, Nrf2 inh, MmCpn inh, EPAC2 agonist, pAkt inh, EPAC2 antag, CCT modulator
C[n+]1cnn2c1SCC1(COC1)C2 reads 0.2%, 2%, ?, -12%, -2%, 8%, ., -3%, 1.7
OC(CNCc1ccc(-c2ccccc2)cc1)c1ccccc1 (stereo not given) reads 4.5%, 2%, ?, 27%, 1%, 5%, i, 11%, 2.0
Cc1ccc(N(Cc2cc3ccc(C)cc3[nH]c2=O)C(=O)c2ccco2)cc1 reads 0.7%, 2%, 2%, 10%, 0%, -4%, i, 1%, 0.0
COc1ccc(C(=O)c2c(C)c3cc(C)ccc3n2CC(O)CN2CCOCC2)cc1 (stereo not given) reads 3.1%, 2%, ?, -20%, -2%, 12%, i, ?, -4.8
O=C1CN(C(=O)CN2CCCC2)C(c2ccccc2)c2cc(Br)ccc2N1 (stereo not given) reads 3.2%, ?, -1%, ?, ?, 4%, i, 2%, 0.9

The list continues:
Results follow in this order: Nrf2 ARE act	A549 tox	TGFb inhibitor	Nrf2 inh	MmCpn inh	EPAC2 agonist	pAkt inh	EPAC2 antag	CCT modulator
> N#Cc1c(N)nc2c(c1-c1ccncc1)CCCC2
  0.3%	-13%	-3%	-48%	1%	5%	i	-5%	1.1
> COc1ccccc1-c1cc(-c2ccccc2)nc(SCC(=O)O)c1C#N
  -0.7%	0%	7%	-8%	-1%	4%	i	9%	2.0
> CCN1CCN(CCCNC(=O)c2cnn(-c3ccc(C)cc3C)c2C2CCN(C(=O)OC(C)(C)C)CC2)CC1
  3.7%	5%	-15%	23%	.	.	.	.	.
> CCOc1ccc(NC(=O)CSc2ncn[nH]2)cc1
  0.1%&-0.8%	3%&0%	-16%&-15%	2%&-6%	1%	-2%	i	-5%	-1.8
> CN(C)c1ccc(-c2ccnc3c2CC(C)(C(=O)Nc2ccccc2)O3)cc1 (stereo not given)
  -0.4%[9.22 µM]	.	7%	.	.	8%	i	-3%	-0.8
> CC1(C)C(O)=C(c2nc3ccccc3[nH]2)C(=N)N1c1ccccc1
  16%	?	-11%	289%	-3%	12%	i	-9%	-1.1
> COc1ccc(N2C(=O)CC(c3ccccc3)CC2=O)cc1
  -0.6%	-2%	4%	15%	-1%	-7%	i	0%	-1.4
> COCCn1c(-c2ccc(OC)cc2)cnc1N
  -0.8%	?	-3%	-5%	0%	7%	i	2%	0.7
> Nc1nnc(SCC(=O)Nc2nnc(-c3ccccc3)o2)s1
  0.2%	0%	10%	6%	1%	2%	i	3%	-6.5
> CCOC(=O)c1[nH]c(C)c(C(=O)OCc2ccc(C)cc2)c1C
  0.5%	3%	5%	4%	1%	-3%	i	2%	0.1
> N#C/C(=C\c1ccc(-c2cccc([N+](=O)[O-])c2)o1)C(=O)N1CCOCC1
  15%	7%	20%	-11%	-5%	3%	i	-17%	0.6
> CCOc1ccccc1NC(=S)Nc1ccc(S(N)(=O)=O)cc1
  3.3%	2%	4%	-14%	-5%	11%	i	-20%	-8.7
> O=C(CN(C(=O)c1csnn1)c1cccc(C(F)(F)F)c1)NC1CCCC1
  0.1%	1%	?	3%	-2%	11%	i	-4%	-0.8
> CCc1ccccc1NC(=O)NC1CC2CCC(C1)N2Cc1cccs1 (stereo not given)
  -0.1%	?	-8%	?	2%	3%	i	8%	-1.2
> CC(=O)N1CCc2c(sc3nc(SCC(C)C)n(-c4ccc(F)c(Cl)c4)c(=O)c23)C1
  0.3%	0%	?	-16%	.	.	.	.	.
> C[C@H]1CN([C@@H](C)CO)C(=O)CCCn2nncc2CO[C@H]1CN(C)S(=O)(=O)c1ccc(Cl)cc1
  -0.4%	.	7%	.	.	9%	i	3%	0.3
> Cc1ccc(-c2ccc(CN3C(C)C(=O)N(Cc4cn(CCC5OCCO5)nn4)CCS3(=O)=O)cc2)cc1 (stereo not given)
  1.2%	.	0%	.	.	11%	i	-9%	2.2
> Cc1ccc(NCc2cc3cc4c(cc3n(CC(=O)Nc3ccc(C)cc3)c2=O)OCCO4)cc1
  23%	-11%	-9%	?	.	.	.	.	.
> Oc1c(Br)cc(C=Nc2ccc3nc(-c4ccccc4)[nH]c3c2)c(O)c1Br
  27%	?	-5%	?	-15%	-2%	i	17%	-5.5
> Cc1ccc2c(c1)C(c1ccccc1)N(C(=O)c1ccc(OC(C)C)cc1)CC(=O)N2 (stereo not given)
  5.1%	1%	-1%	5%[9.27 µM]	.	.	.	.	.
